S100A4 MyoIIA = inhibitors of human S100A4 binding to myosin IIA peptide; P26447; S100A4/TAMRA-MyoIIA peptide fluorescence polarization; inhibition, % at 10.7 µM; hit rate 0.14% among 360,000;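 active = mean inhibition of at least 70% across replicates, with every replicate also reaching that level; inconclusive = mean inhibition reaches 70% but some replicates fall short; inactive = mean inhibition below 70%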
Target sequence (P26447 whole entry, looked up): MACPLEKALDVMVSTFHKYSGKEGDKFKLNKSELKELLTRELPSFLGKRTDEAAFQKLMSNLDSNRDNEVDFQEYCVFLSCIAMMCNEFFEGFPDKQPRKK
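System – human S100A4 monomer protein, biochemical binding assay · Buffer or medium – Calcium-containing HEPES buffer, pH 7.2 · Timing – 5 min between mix addition and reading · Also added – TAMRA-labelled myosin IIA heavy-chain peptide probe, 5 nM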
DENV2 CPE rescue = protects cells from dengue virus 2 cytopathic effect; hit rate 1.7% among 350,000; CPE inhibition, % at 9.99 µM; DENV2-infected cells, cytopathic effect rescue, plate reader; in the data active = CPE inhibition above about 20%, passing the limit was not always enough; inconclusive = no clear call, values can overlap the other calls; tested in BHK-21 cells;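 note: 0% = median of neutral control wells and 100% = median of positive control wells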
E-sel inducer = induces E-selectin expression in human endothelial cells; P16581; hit rate 0.37% among 260,000; HUVEC E-selectin immunofluorescence imaging; normalized: neutral wells 0, TNF-alpha wells 100; activation, % at 7.58 µM; AID 686992;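 active = mean E-selectin-positive cell signal at least 10% of the positive control, reached in at least 60% of replicates, without over 20% cell loss; inconclusive = no rule given, readout overlaps actives, possibly toxicity-flagged; inactive = the rest, including those meeting only one limit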;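 note: in these data hits start at about 27%; measured in HUVEC primary endothelial cells; signal is the percent of cells scored E-selectin positive by PE staining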
Target sequence (P16581 whole entry, looked up): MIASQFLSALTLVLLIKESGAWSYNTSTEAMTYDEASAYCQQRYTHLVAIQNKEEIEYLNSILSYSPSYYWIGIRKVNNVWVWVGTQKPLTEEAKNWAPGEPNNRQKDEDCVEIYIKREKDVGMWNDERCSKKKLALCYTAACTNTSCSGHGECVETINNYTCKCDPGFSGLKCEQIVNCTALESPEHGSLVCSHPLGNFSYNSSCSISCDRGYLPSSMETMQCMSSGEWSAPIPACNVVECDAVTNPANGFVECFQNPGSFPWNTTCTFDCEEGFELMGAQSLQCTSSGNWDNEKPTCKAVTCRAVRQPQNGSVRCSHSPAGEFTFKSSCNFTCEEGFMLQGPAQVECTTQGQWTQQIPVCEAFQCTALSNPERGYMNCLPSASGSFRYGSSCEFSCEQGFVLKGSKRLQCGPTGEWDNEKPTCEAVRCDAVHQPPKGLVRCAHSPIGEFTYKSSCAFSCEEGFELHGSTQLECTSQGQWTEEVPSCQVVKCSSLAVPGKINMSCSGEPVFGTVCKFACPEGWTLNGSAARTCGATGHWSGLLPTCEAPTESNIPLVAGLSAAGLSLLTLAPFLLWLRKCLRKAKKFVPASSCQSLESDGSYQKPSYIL
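assay system = HUVEC, human umbilical vein endothelial cells | input = 3,000 HUVEC seeded per well | medium = EGM-2 growth medium on 0.1% gelatin-coated wells | dosing = one compound dose added by pin transfer | signal = immunofluorescence imaging | read-out basis = % PE-positive cells | control set = TNF-alpha, DMSO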
PglD inh = blocks C. jejuni PglD acetyltransferase activity; hit rate 0.098% among 360,000; purified PglD enzyme, DTNB colorimetric CoA detection; inhibition, % at 12.5 µM; AID 602405; in the data active = inhibition above about 16%, passing the limit was not always enough; inconclusive = no clear call, values can overlap the other calls; note: strong numbers were not always called active
ERp5 block = ERp5 (human) disulfide isomerase inhibition; ERp5 insulin aggregation, absorbance 650 nm, 90 min; hit rate 0.05% among 350,000; inhibition, % at 9.99 µM; Q15084;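 active = mean replicate inhibition above about 25%, with every replicate also reaching it, limit read from the data, passing the limit was not always enough; inconclusive = only one of those two criteria met; inactive = neither criterion met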
Statin myotox sup = protects C2C12 myotubes from simvastatin toxicity | ATP luminescence, 48 h; scaled: DMSO 0, geranylgeraniol control 100 | rescue of ATP level, % at 7.49 µM | hit rate 0.78% among 330,000;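 active = mean ATP rescue above about 67%, or every replicate alone reaching that limit, limit read from the data, passing the limit was not always enough; inconclusive = no clear call, values can overlap the other calls; inactive = mean under the limit and some replicate under it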;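 note: myotubes were challenged with 10 µM simvastatin during compound exposure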
SIRT5 block = blocks human SIRT5 desuccinylation of peptide; Q9NXA8; Purified SirT5, succinyl-peptide AMC, trypsin-coupled fluorescence; inhibition, % at 15 µM; hit rate 1.1% among 330,000; AID 652115; in the data active = inhibition above about 15%; inconclusive = no clear call, values can overlap the other calls
Target sequence (Q9NXA8 whole entry, looked up): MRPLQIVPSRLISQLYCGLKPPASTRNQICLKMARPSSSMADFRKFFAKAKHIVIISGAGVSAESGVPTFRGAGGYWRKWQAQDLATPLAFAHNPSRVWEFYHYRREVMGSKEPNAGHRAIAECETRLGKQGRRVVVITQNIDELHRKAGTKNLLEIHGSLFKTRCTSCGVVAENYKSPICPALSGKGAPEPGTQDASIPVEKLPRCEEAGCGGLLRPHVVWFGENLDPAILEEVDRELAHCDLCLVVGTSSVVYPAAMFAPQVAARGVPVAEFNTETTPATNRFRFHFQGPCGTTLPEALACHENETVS
Starred values were filed as active, the others as inactive; ? = inconclusive; / = not tested or not shown.

SMILES | S100A4 MyoIIA | DENV2 CPE rescue | E-sel inducer | PglD inh | ERp5 block | Statin myotox sup | SIRT5 block
CC(=O)Nc1ccc(-c2ccnc3c2CC(C)(C(=O)Nc2ccccc2)O3)cc1 (configuration not stated) | 6 | 1 | 0.0 | -10 | 7 | 5 | /
CC1CCC2(CC1)NC(=O)N(CC(=O)c1ccc(Cl)s1)C2=O (configuration not stated) | 2 | 0 | / | -2 | 4 | 5 | -1
O=C1C2C3C=CC(C3)C2C(=O)N1c1ccc(N2CCN(c3ccccn3)CC2)c([N+](=O)[O-])c1 (configuration not stated) | 20 | 5 | 1.1 | 0 | 0 | -28 | -1
COc1ccccc1NC(=O)c1ccc(Cl)c(S(=O)(=O)N2CCCCC2)c1 | 7 | -7 | 0.4 | -2 | -8 | / | 0
Cc1sc(NC(=O)C2C3CCC(C3)C2C(=O)O)c(C(N)=O)c1-c1ccc(C(C)(C)C)cc1 (configuration not stated) | -3 | 10 | -0.4 | -5 | 8 | / | -1
CCc1ccc(S(=O)(=O)N2c3ccc(C)cc3C3CN(C)CCC32)cc1 (configuration not stated) | -4 | -7 | 1.2 | 0 | 0 | -5 | 1
CC1CC(C)CN(CCCNS(=O)(=O)c2ccc3c(c2)CCN3C(=O)C2CC2)C1 (configuration not stated) | 3 | 3 | -0.2 | -2 | 6 | -1 | 1
COc1ccc(C(=O)C2CCCN(C(=O)c3ccc(C(C)=O)s3)C2)c(C)c1 (configuration not stated) | -8 | 5 | / | 3 | -2 | -3 | 1
C[C@H]1CN([C@@H](C)CO)C(=O)c2cc(NS(=O)(=O)c3ccccc3)ccc2O[C@H]1CN(C)Cc1ccc2c(c1)OCO2 | 7 | 1 | -0.1 | 0 | 2 | 25 | /
CCCNC(=O)C[C@@H]1CC[C@@H]2[C@H](COc3ccc(NC(=O)c4cccc(OC)c4)cc3C(=O)N2C)O1 | -18 | ? | 0.2 | 4 | 0 | 9 | 0
O=C(c1cccc(F)c1)N1CC2(C1)[C@H](c1ccccc1)[C@H](CO)N2C(=O)C1CCC1 | 3 | 6 | 0.0 | / | 10 | / | -1
CCS(=O)(=O)NCC[C@@H]1CC[C@@H](NS(=O)(=O)c2ccccc2C)[C@H](CO)O1 | 3 | 50* | -0.3 | -2 | -3 | -2 | -2
COC(=O)C1=C(C)N(Cc2ccc(C(F)(F)F)cc2)C(=NCc2ccc(C(F)(F)F)cc2)NC1c1cccc(F)c1 (configuration not stated) | -2 | 2 | 0.4 | / | -3 | / | /
CN(C)CC#Cc1ccc([C@@H]2[C@@H](CO)N3CCCCN(C(=O)C4CC4)C[C@H]23)cc1 | -10 | -2 | / | 0 | 1 | / | -1
COc1ccc(CN(C)C[C@@H]2Oc3ccc(NC(=O)Cc4cn(C)c5ccccc45)cc3CC(=O)N([C@H](C)CO)C[C@H]2C)cc1 | -7 | -2 | -0.1 | 0 | -2 | 81* | 2
COc1ccc(OC)c(CCNC(=O)c2ccccc2NC(=O)C2=C(C)OCCS2)c1 | 1 | 1 | / | 2 | / | -26 | -6
Cc1ccccc1CN1CCNC(=O)C1CC(=O)NCCC1=CCCCC1 (configuration not stated) | -5 | -5 | -0.1 | 3 | 7 | 5 | -3
Cc1noc(C)c1S(=O)(=O)Nc1ccc2c(c1)C(=O)N([C@H](C)CO)C[C@H](C)[C@H](CN(C)C(=O)CCC(F)(F)F)OCCCC[C@H](C)O2 | -6 | -4 | -0.2 | -2 | 5 | / | -1
Cc1cc(OCC(=O)NC(Cc2c[nH]c3ccc(O)cc23)C(=O)O)c2c(C)c(C)c(=O)oc2c1 (configuration not stated) | -7 | 94* | / | 3 | -1 | -2 | -2
CC1CCC(N(CCCN)Cc2ccco2)CC1C (configuration not stated) | -8 | -3 | 0.0 | 5 | 5 | 21 | -4

Continued; it opens with the 3 that closed the last part.
SMILES | S100A4 MyoIIA | DENV2 CPE rescue | E-sel inducer | PglD inh | ERp5 block | Statin myotox sup | SIRT5 block
Cc1noc(C)c1S(=O)(=O)Nc1ccc2c(c1)C(=O)N([C@H](C)CO)C[C@H](C)[C@H](CN(C)C(=O)CCC(F)(F)F)OCCCC[C@H](C)O2 | -6 | -4 | -0.2 | -2 | 5 | / | -1
Cc1cc(OCC(=O)NC(Cc2c[nH]c3ccc(O)cc23)C(=O)O)c2c(C)c(C)c(=O)oc2c1 (configuration not stated) | -7 | 94* | / | 3 | -1 | -2 | -2
CC1CCC(N(CCCN)Cc2ccco2)CC1C (configuration not stated) | -8 | -3 | 0.0 | 5 | 5 | 21 | -4
C[C@H]1CN([C@@H](C)CO)C(=O)c2cccc(NS(=O)(=O)c3cccs3)c2O[C@H]1CN(C)S(=O)(=O)c1cn(C)cn1 | -2 | -1 | 0.4 | 0 | -4 | 10 | 9
O=C(C[C@H]1CC[C@H]2[C@@H](COC[C@@H](O)CN2Cc2ccccc2F)O1)N[C@@H]1CCN(Cc2ccccc2)C1 | -10 | -4 | 0.0 | -4 | 3 | 12 | -1
COc1ccc(CC(=O)Nc2cccc(C(=O)Nc3ccccc3C(=O)O)c2)cc1OC | -10 | / | / | -2 | / | -2 | /
CC(C)(C)c1ccc(C(=O)N2CCOC23CCCCC3)cc1 | 1 | ? | 0.0 | / | -4 | / | -2
CCOC(=O)c1nc(C)nc(Sc2n[nH]c(-c3ccc(C(C)(C)C)cc3)n2)c1C | -1 | -2 | / | 0 | 2 | 13 | 1
COc1cc2ccc(=O)oc2cc1OCC(O)C(C)(C)O (configuration not stated) | -7 | -5 | / | 3 | -1 | 5 | -29
COc1ccc(N2Cc3ccccc3C2)cc1Cl | -2 | -8 | / | 0 | 2 | 8 | 3
CCOC(=O)C1(C)CCCN(C(=O)c2cc(F)cc(F)c2)C1 (configuration not stated) | -5 | -14 | 0.5 | -3 | -6 | 3 | -1
CO[C@H]1CN(C)C(=O)c2ccc(NC(=O)NC(C)C)cc2OC[C@H](C)N(C(=O)CC2CC2)C[C@H]1C | 5 | / | -0.3 | -1 | 0 | -2 | -1
COc1cc(C=O)c(-c2c(C=O)cc(OC)c3c2OCO3)c2c1OCO2 | 2 | 8 | 3.2 | -3 | -1 | 7 | 1
CCCN(CCC)CCNC(=O)Cn1cc2c(n1)-c1c(oc(C(=O)N3CCCC3)c1C)CC2 | 3 | 10 | -0.1 | -8 | 0 | -1 | -1
N#Cc1ccc2[nH]cc(C3c4cc(F)ccc4C=C(c4ccsc4)N3c3ccc(C#CCCO)cc3)c2c1 (configuration not stated) | 30 | 13 | 0.3 | / | 2 | / | -1
CCc1nc2ccc(C(=O)Nc3ccc4c(c3)OCC(=O)N4)cn2c1N(C)C(=O)Cc1ccccc1 | 18 | -4 | -0.2 | -5 | -4 | 1 | /
Cc1ccc(NC(=O)COC(=O)c2cccc(N3C(=O)c4ccccc4C3=O)c2)cc1 | -3 | 0 | -0.1 | 0 | 2 | / | 1
COc1ccc(-n2cc([N+](=O)[O-])c(=O)c3ccc(Cl)cc32)cc1 | 1 | 4 | 3.9 | -9 | -4 | -4 | -1
CCCCn1c(C)csc1=Nc1cccnc1 | -1 | -3 | 0.0 | / | -5 | / | -7
CCc1cc(-c2nnn(CCC3COCCO3)c2C(C)(C)O)ccc1-c1cn(CCc2c[nH]c3ccccc23)nn1 (configuration not stated) | -5 | 2 | / | -2 | 1 | -36 | -3
O=C(NCc1ccco1)c1ccc(N2CCOCC2)c([N+](=O)[O-])c1 | 6 | / | / | / | -2 | / | -1
O=C(O)COc1ccccc1/C=N/NC(=O)CSc1nc2ccccc2n1Cc1ccc(Cl)cc1 | 4 | -5 | -0.8 | 1 | 1 | / | 3
COc1ccc(OC)c(S(=O)(=O)NCCc2cn3ccsc3n2)c1 | -3 | 14 | / | 3 | 3 | 6 | -1

A different layout for 3 compounds above.
Below each compound: S100A4 MyoIIA	DENV2 CPE rescue	E-sel inducer	PglD inh	ERp5 block	Statin myotox sup	SIRT5 block
COc1cc(C=O)c(-c2c(C=O)cc(OC)c3c2OCO3)c2c1OCO2
  2	8	3.2	-3	-1	7	1
O=C(C[C@H]1CC[C@H]2[C@@H](COC[C@@H](O)CN2Cc2ccccc2F)O1)N[C@@H]1CCN(Cc2ccccc2)C1
  -10	-4	0.0	-4	3	12	-1
CO[C@H]1CN(C)C(=O)c2ccc(NC(=O)NC(C)C)cc2OC[C@H](C)N(C(=O)CC2CC2)C[C@H]1C
  5	/	-0.3	-1	0	-2	-1

Additional entries follow.
SMILES | S100A4 MyoIIA | DENV2 CPE rescue | E-sel inducer | PglD inh | ERp5 block | Statin myotox sup | SIRT5 block
c1ccc(N2CCCCC2)c(Nc2nc3ccccc3n3cnnc23)c1 | -2 | -1 | / | 0 | 0 | / | -5
COc1ccc(-c2cc(COc3ccccc3)on2)cc1 | 3 | 2 | / | / | 0 | / | -2
O=C(c1cccnc1)N1C[C@@H]2[C@H](c3ccccc31)[C@H](CO)N2C(=O)C1CCCC1 | 4 | -7 | -0.3 | 10 | 3 | 9 | 0
Cc1cccc(N(CC(=O)N2CCCCCC2)S(C)(=O)=O)c1 | 1 | 0 | 1.0 | 4 | 3 | -4 | 13
CC(/C=C/c1ccccc1)=N/NC(=O)C(O)c1ccccc1 (configuration not stated) | -10 | 5 | 0.0 | -3 | -1 | 14 | 4
CO[C@@H]1CN(C)C(=O)c2ccc(NC(=O)c3nc4ccccc4s3)cc2OC[C@@H](C)N(Cc2cccnc2)C[C@@H]1C | / | / | 0.3 | 4 | / | 42 | /
CCCC(=O)Nc1ccc2c(c1)C(=O)N(C)[C@@H]1CC[C@@H](CC(=O)NC3CCCC3)O[C@H]1CO2 | -2 | -8 | 0.1 | 1 | -5 | -4 | -5
CCCCNC(=O)C1C(c2ccccc2)=Nc2ccccc2N1C(=O)c1ccc(C(F)(F)F)cc1 (configuration not stated) | -3 | -14 | -0.1 | / | 2 | / | /
O=C(Cc1ccc([N+](=O)[O-])cc1)Nc1ccc(Cl)cc1 | 6 | 6 | -1.8 | / | 1 | / | /
COc1ccc(COc2cc(-c3cccc(OC)c3)nc3ccc(NC(=O)c4ccccc4)cc23)cc1 | 4 | ? | / | -4 | -2 | -43 | /
CCCc1nc(SC)[nH]c(=O)c1C | -8 | -4 | / | / | 5 | / | -1
C[C@@H]1CN([C@@H](C)CO)C(=O)c2cc(-c3cccnc3)cnc2O[C@H]1CN(C)C(=O)Nc1ccc(F)cc1 | -1 | 0 | 0.2 | 1 | -2 | 3 | -2
CC(C)N(C(=O)[C@H]1C[C@H](CC(=O)NCCc2ccccn2)C(=O)N2CCc3c([nH]c4cc(CCC(=O)N(C)C)ccc34)[C@]12C)C(C)C | 4 | 19 | 0.2 | 8 | 7 | 3 | -3
OC1CCN(c2cc(-c3ccccc3)nc3cc(-c4ccc(F)cc4)nn23)CC1 | 6 | 7 | / | / | 4 | 2 | -5
CCOC(=O)CNc1nc(Cl)nc(NC(C)(C)C)n1 | -4 | -1 | -2.5 | 5 | 1 | 8 | -3
CN(C(=O)COC(=O)c1cnc(Cl)c(Cl)c1)C1CCCCC1 | 2 | -13 | -0.1 | 4 | -4 | -1 | -2
COCCCC1CCN(C(=O)C2CCC(=O)N(Cc3ccccc3F)C2)CC1 (configuration not stated) | 1 | 2 | 0.0 | -2 | 0 | 7 | -3
CCCC1(c2ccccc2)NC(=O)N(CC(=O)Nc2ccc3c(c2)OCCO3)C1=O (configuration not stated) | -1 | -3 | / | -10 | 5 | 0 | 1
COc1cc(S(=O)(=O)N(Cc2ccco2)C2CCCC2)ccc1-n1cnnn1 | -5 | / | / | -3 | 2 | 4 | 1
CC(NC(=O)c1cccc(S(=O)(=O)N2CCN(Cc3ccccc3)CC2)c1)c1ccccc1Cl (configuration not stated) | -1 | 14 | / | 1 | -6 | -9 | -1
CCOC(=O)C1=CCN(S(=O)(=O)c2ccc(C)cc2)C1c1ccc(Br)cc1 (configuration not stated) | 5 | -10 | -1.1 | 3 | 1 | -14 | 4

Not all compounds are listed. The share of hits here may be higher or lower than overall.
